IL1B secr inh: qHTS for Inhibitors of Inflammasome Signaling: IL-1-beta AlphaLISA Primary Screen | THP-1 LPS/ATP IL-1B secretion, AlphaLISA, 16 h; stronger effect = lower value | activity change, % at 57.5 µM | 360,000 tested, 4.7% active | AID 743279, 2014; in the data active = activity change below about -50%; inconclusive = mostly about -30% to -49%; note: % is set by controls: 0 for no effect and ±100 for the full control effect
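Secreted IL-1B measured by AlphaLISA bead assay after 16 h compound exposure of THP-1 cells; compounds (final up to 57.5 uM) added 1 h before LPS (250 ng/mL) and ATP (1.25 mM) stimulation; lower signal means less secretion.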
HT1080NT lethal: qHTS for induction of synthetic lethality in tumor cells producing 2HG: qHTS for the HT-1080-NT fibrosarcoma cell line | 360,000 tested, 1.6% active | AID 686970, 2013 | HT-1080-NT fibrosarcoma viability, CellTiter-Glo ATP luminescence, 48 h | Potency, µM (series often up to 46.1 µM), for inactives: at the highest dose activity, negative = less viability, hits mostly cytotoxic;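 note: NT is the 2HG producing partner of a matched IDH1 knockdown line; potency is the fitted concentration of half-maximal effect; 0% = DMSO-treated cells and -100% = media-only wells without cells; nearly all actives have a fitted effect of over 55% in size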
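A 48-hour cytotoxicity screen used HT-1080-NT cells plated 2 hours before compound delivery. ATP-based CellTiter-Glo luminescence measured viability, normalized to DMSO and no-cell controls.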
ATXN2 expr inh: Primary qHTS for Inhibitors of ATXN expression; HEK-293 ATXN2-luciferase reporter, luminescence, 24 h; Potency, µM (highest dose often 57 µM), inactives show at the top dose activity change, negative = inhibition, most hits filed as inhibitors; 360,000 tested, 0.72% active; note: potency is the fitted concentration of half-maximal effect; % is set by controls: 0 for no effect and ±100 for the full control effect; nearly all actives have a fitted effect of over 55% in size
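qHTS (up to 57 uM final) was run with 24 h compound exposure of reporter cells at 37 °C. Each well was multiplexed: SteadyGlo luminescence measured ATXN2-luciferase expression after a fluorogenic Gly-Phe-AFC viability readout (25 uM final).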
HT1080 IDH1KD tx: qHTS for induction of synthetic lethality in tumor cells producing 2HG: qHTS for the HT-1080-IDH1KD cell line | HT-1080 IDH1 knockdown viability, ATP luminescence, 48 h | 360,000 tested, 2% active | Potency, µM (top dose mostly 46.1 µM), for the others: at the top dose activity, negative = toxicity, usual class: cytotoxic;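 note: potency is the fitted concentration of half-maximal effect; 0% = DMSO wells and -100% = cell-free medium wells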
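CellTiter-Glo luminescence after 48 h compound exposure at 37 degrees C of IDH1-knockdown HT-1080 cells in 5% FBS RPMI. %Activity scaled between DMSO wells and cell-free media wells, with curves fitted and assigned curve classes.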
MCF10A rerep: A quantitative high throughput screen for small molecules that induce DNA re-replication in MCF 10a normal breast cells; MCF 10A DNA re-replication, Hoechst nuclear intensity, 48 h; Potency, µM (highest dose often 46.1 µM), for the others: top-dose activity, positive = re-replication, hits mostly activators; 350,000 tested, 2.9% active; AID 624296, 2012; note: potency is the fitted concentration of half-maximal effect; % of control where 0% means no effect; nearly all actives have a fitted effect of over 50% in size
S2 tox: Viability Counterscreen for Primary qHTS for Inhibitors of ATXN expression; Potency, µM (titrated, usually from 56.7 µM), hits mostly cytotoxic; 400,000 tested, 0.49% active; S2 cells (HEK-293 line with an ATXN2-luciferase reporter) viability, CellTiter-Fluor protease fluorescence, 24 h; AID 651635, 2014; note: potency is the fitted concentration of half-maximal effect; nearly all actives have a fitted effect of over 40% in size
KB-V1 cytotox: qHTS assay for MDR1-selective chemotherapeutics: Primary screen using the drug-selected MDR subline cells KB-V1; 400,000 tested, 3.4% active; KB-V1 MDR cells viability, CellTiter-Glo, 72 h; Potency, µM (doses to about 46.1 µM), inactives show at the highest dose activity change, negative = cytotoxicity, actives largely listed as cytotoxic; note: potency is the fitted concentration of half-maximal effect; % is set by controls: 0 for no effect and ±100 for the full control effect; nearly all actives have a fitted effect of over 60% in size
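Readout: CellTiter-Glo luminescence, 10 min after addition. Cells: KB-V1 MDR subline, 72 h at 37 degrees C with compound. Analysis: corrected, normalized data fitted to concentration-effect curves.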
SW480 rerep: A quantitative high throughput screen for small molecules that induce DNA re-replication in SW480 colon adenocarcinoma cells. Potency, µM (highest dose often 46.1 µM), for the others: top-dose re-replication activation, actives largely listed as activators. AID 624297, 2012. 340,000 tested, 1.8% active. SW480 DNA re-replication, Hoechst DNA content imaging, 48 h; note: potency is the fitted concentration of half-maximal effect; % of control where 0% means no effect; nearly all actives have a fitted effect of over 55% in size
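Per well, 250 cells were exposed to pinned compound for 48 hr. Nuclear DNA was visualised with Hoechst (40 min, 37 C) and total object intensity recorded by fluorescence scanning.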
KB-3-1 tox: qHTS assay for MDR1-selective chemotherapeutics: Primary screen using the parental adenocarcinoma cell KB-3-1; KB-3-1 viability, CellTiter-Glo ATP luminescence, 72 h; Potency, µM (doses to about 46.1 µM), inactives show top-dose activity change, negative = cytotoxic, most hits filed as cytotoxic; 400,000 tested, 1.4% active; AID 1347075, 2019; note: potency is the fitted concentration of half-maximal effect; % is set by controls: 0 for no effect and ±100 for the full control effect; nearly all actives have a fitted effect of over 60% in size
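Using CellTiter-Glo luminescence, growth of non-resistant KB-3-1 adenocarcinoma cells is assessed 72 h after pin-tool compound addition at 37 °C. Normalized responses across the concentration series yield fitted curves.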
* marks the source's active call; other numbers are inactive results; i = inactive; u = inconclusive; x = not tested or not shown; [ ] = dose if it differs, or a comment. Unless noted, calls come from the whole dose curve; as a rule, active = well fitted curve in the direction sought with a large enough effect; inconclusive = small, poorly fitted or top-dose-only effect, or another doubt; inactive = no such curve, though single readings can be large; an effect the other way counts as inactive or inconclusive. Random draw from the library. Share with any hit: about 11%.

The line under a structure holds: IL1B secr inh	HT1080NT lethal	ATXN2 expr inh	HT1080 IDH1KD tx	MCF10A rerep	S2 tox	KB-V1 cytotox	SW480 rerep	KB-3-1 tox
- CC(=O)C1=C(O)C(=O)N(c2ccccn2)C1c1ccc(Cl)cc1 (stereo not given)
 : 0	-1%	-6%	-3%	1%	i	-27%	-6%	-9%
- Cc1cccc(OCc2cc(=O)n3c(-c4ccccc4)csc3n2)c1C
 : x	x	10%	x	x	i	-7%	x	-16%
- C#CCSc1nc2sc3c(c2c(=O)n1-c1cccc(OC)c1)CCN(C(C)=O)C3
 : x	x	-9%	x	x	i	0%	x	5%
- Cc1ccc(CNS(=O)(=O)c2cn(C)c(=O)n(C)c2=O)cc1
 : -13	7%	4%	3%	3%	i	30%	-7%	-4%
- CC(C)c1nc(SCC(=O)Nc2cccc(S(N)(=O)=O)c2)n[nH]1
 : -5	14%	17%	15%	-2%	i	20%	-25%	8%
- CC(=O)N1CCCC1c1nc2ccccc2n1Cc1ccccc1 (stereo not given)
 : x	x	3%	x	x	i	6%	x	1%
- COc1ccc(O)c(C(c2c(C)[nH][nH]c2=O)c2c(C)[nH][nH]c2=O)c1
 : u	17%	-6%	6%	-2%	i	4%	1%	2%
- N#C/C(=C/c1ccc(N2CCCC2)c([N+](=O)[O-])c1)c1nc2ccccc2[nH]1
 : -6	5%	x	-1%	-2%	x	2%	-5%	4%
- CCOC(=O)N1CCC(N2CC34C=CC(O3)C(C(=O)Nc3ccc(C(C)C)cc3)C4C2=O)CC1 (stereo not given)
 : -5	0%	0%	3%	-4%	i	9%	-14%	-19%
- NC(c1ccccc1)c1csc(NC(=O)Nc2cccc(Cl)c2)n1 (stereo not given)
 : -104*	21µM*	u	16µM*	x	u	0%	x	0%
- O=C(COC(=O)CCN1C(=O)c2cccc([N+](=O)[O-])c2C1=O)NCc1ccccc1
 : 32	3%	-3%	1%	-36%[inhibitor][9.22 µM]	i	-4%	-56%[inhibitor]	-7%
- COc1ccc(CNC(=O)C2CCCN(C(=O)Nc3ccc(OC)cc3)C2)cc1 (stereo not given)
 : 19	-8%	3%	-18%	5%	i	-6%	-1%	-10%
- FC(F)(F)c1ccc(N/N=C/c2cccnc2)nc1
 : -97*	1%	5%	2%	2%	i	u	u	u
- C=CCSC(=C(C#N)C#N)c1cc2c([nH]1)CCCC2
 : -115*	16µM*	-30%	16µM*	u	i	u	u	18µM*
- O=C(Nc1ccc2c(c1)OCO2)Nc1cnccn1
 : -4	-28%	20%	-2%	u	i	u	u	u

Marked active in IL1B secr inh, of those listed so far:
Molecule | IL1B secr inh | SW480 rerep
NC(c1ccccc1)c1csc(NC(=O)Nc2cccc(Cl)c2)n1 (stereo not given) | -104* | x
FC(F)(F)c1ccc(N/N=C/c2cccnc2)nc1 | -97* | u
C=CCSC(=C(C#N)C#N)c1cc2c([nH]1)CCCC2 | -115* | u

Record cards (already shown). Values in the order: IL1B secr inh	HT1080NT lethal	ATXN2 expr inh	HT1080 IDH1KD tx	MCF10A rerep	S2 tox	KB-V1 cytotox	SW480 rerep	KB-3-1 tox
CCOC(=O)N1CCC(N2CC34C=CC(O3)C(C(=O)Nc3ccc(C(C)C)cc3)C4C2=O)CC1 (stereo not given) is listed as -5	0%	0%	3%	-4%	i	9%	-14%	-19%
CC(=O)C1=C(O)C(=O)N(c2ccccn2)C1c1ccc(Cl)cc1 (stereo not given) is listed as 0	-1%	-6%	-3%	1%	i	-27%	-6%	-9%
N#C/C(=C/c1ccc(N2CCCC2)c([N+](=O)[O-])c1)c1nc2ccccc2[nH]1 is listed as -6	5%	x	-1%	-2%	x	2%	-5%	4%
Cc1ccc(CNS(=O)(=O)c2cn(C)c(=O)n(C)c2=O)cc1 is listed as -13	7%	4%	3%	3%	i	30%	-7%	-4%

Continuation:
The line under a structure holds: IL1B secr inh	HT1080NT lethal	ATXN2 expr inh	HT1080 IDH1KD tx	MCF10A rerep	S2 tox	KB-V1 cytotox	SW480 rerep	KB-3-1 tox
- COc1cccc(CNC(=O)C2CCN(S(=O)(=O)c3ccc4c(c3)CC(C)N4C(C)=O)CC2)c1 (stereo not given)
 : 11	10%	2%	3%	6%	i	-4%	0%	-14%
- Cn1cc(SCC(=O)N2CCOCC2)c2ccccc21
 : 15	-2%	35%	16%	-3%	i	15%	-2%	3%
- CC1CCN(CC(=O)Nc2ccc(S(=O)(=O)NC3CC3)cc2)CC1
 : -10	29%	x	-1%	2%	i	-29%	6%	-5%
- C/C(=N\NC(=O)c1nonc1N)c1cccs1
 : 11	4%	32%	7%	0%	i	-5%	-3%	5%
- COc1ccc(Cn2c(C(C)C)nc3sc4ccccc4c(=O)c3c2=O)cc1
 : u	3%	-2%	4%	5%	i	-10%	-8%	-6%
- O=C1CC(c2ccccc2)Oc2cc(O)cc(O)c21 (stereo not given)
 : -4	7%	28%	7%	-4%	i	15%	-5%	0%
- COc1cc(S(=O)(=O)NC2CCCC2)ccc1Cl
 : 18	-1%	1%	-6%	0%	i	-23%	0%	-1%
- CCOC(=O)N1CCN(CCC(=O)c2ccc(Br)cc2)CC1
 : -10	u	17%	u	u	i	7%	u	-18%
- CS(=O)(=O)Nc1cccc(C2=NN(S(=O)(=O)c3ccc(F)cc3)C(c3cccs3)C2)c1 (stereo not given)
 : u	u	-19%	-14%	u	i	-20%	1%	-17%
- O=C(c1cccc([N+](=O)[O-])c1)N1CCN(S(=O)(=O)N2CCCCC2)CC1
 : 33	0%	3%	-8%	-9%	i	-21%	8%	-11%
- Cc1ccc(NCc2nnc(SCCN3CCCCC3)n2CC2CCCO2)cc1Cl (stereo not given)
 : -18	-14%	-7%	-11%	12%	i	-5%	-1%	-10%
- COC(=O)[C@H](CCSC)NC(=O)N1CCC(C)CC1
 : 4	13%	5%	14%	15%	i	10%	-1%	-21%
- COC(=O)C(C(=O)OC)C(CC(=O)c1ccc(Br)cc1)c1ccccc1 (stereo not given)
 : -2	0%	-17%	-13%	-2%	i	-19%	1%	-24%
- C[C@@H](NCCc1ccc(O)cc1)[C@@H](O)c1ccc(O)cc1
 : -5	16%	4%	5%	u	i	5%	-32%[inhibitor]	u
- Cc1cc(C)n(S(=O)(=O)c2ccccc2)n1
 : 11	18%	-7%	20%	9%	i	16%	-2%	-2%

Continuation:
The line under a structure holds: IL1B secr inh	HT1080NT lethal	ATXN2 expr inh	HT1080 IDH1KD tx	MCF10A rerep	S2 tox	KB-V1 cytotox	SW480 rerep	KB-3-1 tox
- O=C(NCC1CCCO1)C1CCN(C2CCN(C(=O)C3CCCCC3)CC2)CC1 (stereo not given)
 : 16	-16%	-13%	4%	6%	u	-10%	-4%	-3%
- CC(NC(=O)Cn1cc2c(n1)CCCCC2)c1ccccc1 (stereo not given)
 : 11	-3%	10%	-1%	0%	i	-9%	-8%	0%
- Cc1cc(NC(=O)CNC(=O)C2CCCCC2)no1
 : 1	-5%	-3%	17%	3%	i	-5%	-1%	0%
- O=C(NCc1ccccn1)[C@@H]1CCCN1C(=O)[C@@H]1CCCN1
 : -7	16%	9%	-8%	x	i	-7%	x	u
- CN1CCSc2ccc(C(=O)NCc3cccc(F)c3)cc21
 : -28	-13%	12%	8%	-2%	i	14%	1%	17%
- Cc1nn(CC(=O)NC2CCCC2)c(C)c1[N+](=O)[O-]
 : 28	5%	x	9%	1%	i	1%	-11%	3%
- CCOC(=O)Cn1c(=O)n(C2CCCCC2)c2nc(-c3ccc(OC)cc3)nc(C(N)=O)c21
 : x	x	-13%	x	x	i	-13%	x	u
- COc1cccc(CNC(=O)COC(=O)c2ccc(Cl)s2)c1
 : 11	12%	-6%	20%	-14%	i	0%	-16%	-12%
- O=C(CCC(=O)OCc1ccc(C(=O)Oc2ccccc2)cc1)Nc1cccc2ccccc12
 : 25	10%	1%	17%	3%	i	5%	-2%	15%
- COc1ccc(CNC(=O)COC(=O)CCOc2ccc(C)cc2)cc1OC
 : 12	7%	10%	1%	2%	i	u	-6%	16%
- CCCN(CCC)CCNC(=O)C1CC(=O)N(c2ccc(OC)cc2)C1c1ccc(OC)cc1 (stereo not given)
 : 0	0%	3%	7%	-1%	i	-4%	1%	21%
- Cc1ccc(NC(=O)[C@@H](CC(C)C)NC(=O)[C@@H]2Cc3ccccc3CN2)cc1
 : -3	-2%	16%	1%	-2%	i	15%	-2%	9%
- COc1cccc(NC(=O)C2CCCCC2)c1
 : 2	-1%	42%[activator]	-1%	0%	i	0%	13%	8%
- CNC(=S)NCCc1ccc(OC)c(OC)c1
 : -1	8%	-1%	13%	2%	i	18%	-9%	0%
- COc1ccc(S(=O)(=O)N2CCC(C(=O)NC3CC3)CC2)cc1
 : 10	6%	-2%	1%	-1%	i	19%	-26%	-6%
- Cc1cccc(C(=O)Nc2cccc(OC(=O)c3cccc(C)c3)c2)c1
 : 0	5%	35%	-1%	-1%	i	-14%	0%[9.22 µM]	8%
- CN(Cc1ccco1)C(=O)c1ccc(OC2CCN(Cc3ccccn3)CC2)cc1
 : 8	2%	-8%	14%	5%	i	-9%	-4%	-12%

From PubChem
